Bioassay records from PubChem.
TAAR1 antagonist = human TAAR1 antagonists, primary screen, Fluo-8 calcium fluorescence, CHO RD-HGA16 cells | Trace amine-associated receptor 1 (Homo sapiens), Q96RJ0 | antagonist | inhibition, % at 3 µM | AID 624466, 2012 | hit rate 1.5% among 360,000;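 active = inhibition above a per-plate cutoff, the mean inhibition of test compounds on that plate plus 3 SD, cut at about 49% in these data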;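 note: 0% = DMSO plus EC80 beta-PEA response and 100% = DMSO alone without agonist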
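Test system: RD-HGA16 CHO cells with stable hTAAR1 and Gα16 / Probe or stimulus: EC80 β-phenethylamine stimulus / Times: seeding 17-24 h prior, 75-min 37 °C, 30-min RT dye loading / Detection: Fluo-8 calcium-sensitive fluorescence / Read-out basis: % inhibition scaled between DMSO and EC80 PEA controls / Repeats: singlicate, one well per test compound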
M1 antag = human M1 muscarinic receptor antagonists, primary screen, CHO-K1 cells, Fluo-8 calcium fluorescence, 1536-well; Muscarinic acetylcholine receptor M1 (Homo sapiens), P11229; hit rate 1.3% among 360,000; inhibition, % at 3 µM; CHO-K1 hM1, ACh EC80 antagonist;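 active = percent inhibition above its own plate's cutoff, namely the mean of that plate's compound wells plus 3 SD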;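 note: peak over basal fluorescence ratio during 140 s after agonist addition; 0% = ACh EC80 plus DMSO and 100% = DMSO alone without agonist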
Target sequence (P11229 whole entry, looked up): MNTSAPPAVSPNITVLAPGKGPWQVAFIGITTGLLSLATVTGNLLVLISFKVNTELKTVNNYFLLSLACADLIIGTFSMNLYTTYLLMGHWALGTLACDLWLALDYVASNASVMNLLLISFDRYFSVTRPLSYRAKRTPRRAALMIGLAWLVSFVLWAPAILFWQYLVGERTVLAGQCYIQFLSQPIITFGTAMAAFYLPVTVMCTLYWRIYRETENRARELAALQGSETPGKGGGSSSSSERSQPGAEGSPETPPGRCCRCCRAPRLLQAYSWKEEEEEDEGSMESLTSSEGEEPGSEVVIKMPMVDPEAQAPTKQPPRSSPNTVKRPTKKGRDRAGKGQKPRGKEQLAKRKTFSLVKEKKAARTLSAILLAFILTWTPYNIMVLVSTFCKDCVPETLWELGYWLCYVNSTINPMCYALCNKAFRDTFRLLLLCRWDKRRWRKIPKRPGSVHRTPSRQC
CHO parental Ca = ATP-evoked calcium signal inhibitors, parental CHO, primary screen, counter-screen for OX1R antagonist project, cell-based, fluorescence, Fluo-8 calcium dye. parental CHO-K1, ATP-induced calcium, Fluo-8 fluorescence. inhibition, % at 5.6 µM. hit rate 0.63% among 330,000. AID 463079, 2010;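 active = inhibition above that plate's mean sample inhibition plus 3 SD, cut at about 26% in these data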;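 note: 0% = ATP-challenged DMSO wells and 100% = DMSO wells without ATP; some compounds past the cut are filed as inactive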
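Material: parental CHO cells / Compound: single nominal dose of 5.6 µM per compound / Signal: Fluo-8 fluorescence / Replicates: singlicate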
OXTR agonist = human OXTR agonists, primary screen, fluorescence, CHO-OTR cells, Fluo-8 calcium. Fluo-8 calcium fluorescence; normalized: DMSO 0%, oxytocin 100%. hit rate 0.32% among 320,000. Oxytocin receptor (Homo sapiens), P30559. AID 2435, 2010. activation, % at 3 µM;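 active = activation above the mean of all tested compounds plus 3 SD, cutoff set per screening run, cut at about 20% in these data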;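 note: peak over basal fluorescence ratio from a 100 s FLIPR kinetic read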
Target sequence (P30559 whole entry, looked up): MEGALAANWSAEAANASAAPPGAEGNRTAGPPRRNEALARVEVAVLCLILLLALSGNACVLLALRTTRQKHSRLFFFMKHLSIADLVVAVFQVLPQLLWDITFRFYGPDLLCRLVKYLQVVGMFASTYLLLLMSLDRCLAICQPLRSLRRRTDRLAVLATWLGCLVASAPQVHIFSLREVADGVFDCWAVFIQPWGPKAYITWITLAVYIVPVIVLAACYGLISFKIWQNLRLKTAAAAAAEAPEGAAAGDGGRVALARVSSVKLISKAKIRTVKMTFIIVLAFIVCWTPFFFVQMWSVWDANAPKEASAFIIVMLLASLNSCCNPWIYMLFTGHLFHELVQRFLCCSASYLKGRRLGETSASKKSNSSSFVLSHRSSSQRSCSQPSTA
OXTR potentiator = human OXTR potentiators, primary screen, fluorescence, CHO-OTR cells, Fluo-8 calcium; activation, % at 3 µM; hit rate 0.061% among 320,000; Fluo-8 calcium fluorescence, potentiator mode; 0% = oxytocin EC15, 100% = EC100;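 active = activation above that plate's cutoff, the mean activation of tested compounds plus 3 SD, cut at about 6.6% in these data, passing the limit was not always enough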;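 note: 100% uses oxytocin at 75 nM as the full agonist control; some results filed as inactive read as strong as hits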
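System: human OTR in CHO cells; Also added: sub-maximal oxytocin, roughly EC15; Timing: compound 6 min at room temperature before oxytocin, 100 s read; Technique: Fluo-8 intracellular calcium fluorescence, ex 470-495, em 515-575 nm; Controls: oxytocin EC15 low and EC100 high; Replication: singlicate.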
V1aR counter = agonists of human V1a receptor, primary screen, counter-screen for OXTR agonist project, fluorescence, CHO-V1R cells | Fluo-8 calcium fluorescence, agonist mode; 0% DMSO, 100% 3 nM vasopressin | hit rate 0.25% among 320,000 | AID 2797, 2010 | Vasopressin V1a receptor (Homo sapiens), P37288 | activation, % at 3 µM;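 active = activation above the mean activation of all tested compounds plus 3 SD, per screening run, cut at about 20% in these data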;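 note: signal is peak over basal fluorescence ratio across a 100 second FLIPR read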
TAAR1 agonist = human TAAR1 agonists, primary screen, Fluo-8 calcium fluorescence, CHO RD-HGA16 cells. Trace amine-associated receptor 1 (Homo sapiens), Q96RJ0. vehicle wells 0%, saturating PEA agonist 100%. activation, % at 3 µM. hit rate 0.99% among 360,000. AID 624467, 2012;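 active = activation above the mean activation of all test compounds in the run plus 3 SD, cut at about 38% in these data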
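Benchmarks: low control DMSO, high control PEA (EC100); System: CHO RD-HGA16 cells carrying human TAAR1 plus Gα16; Detection: Fluo-8 fluorescence, 5 s baseline then 140 s kinetic read; Schedule: 17-24 h plating, Fluo-8 75 min 37 °C, 30 min RT; Read-out basis: % activation from peak over basal fluorescence ratio, DMSO-to-PEA scaled.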
M1 PAM = human M1 muscarinic receptor positive allosteric modulators, primary screen, CHO-K1 cells, Fluo-8 calcium fluorescence, 1536-well; Muscarinic acetylcholine receptor M1 (Homo sapiens), P11229; CHO-K1 hM1, ACh EC20; 0% = ACh EC20, 100% = maximal ACh; activation, % at 3 µM; hit rate 0.088% among 360,000; AID 588819, 2011; in the data active = activation above about 19%, passing the limit was not always enough
M1 ag = human M1 muscarinic receptor agonists, primary screen, Fluo-8 calcium fluorescence, CHO-K1 cells, HTS | CHO-K1 hM1, agonist mode; 0% DMSO, 100% acetylcholine EC100 | AID 588814, 2011 | activation, % at 3 µM | hit rate 0.33% among 360,000 | Muscarinic acetylcholine receptor M1 (Homo sapiens), P11229;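 active = activation above the run's mean compound activation plus 3 SD, cut at about 16% in these data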;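 note: peak over basal fluorescence ratio within a 140 s kinetic read after compound addition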
Active calls of the source: *; nt = no result given.

SMILES	TAAR1 antagonist	M1 antag	CHO parental Ca	OXTR agonist	OXTR potentiator	V1aR counter	TAAR1 agonist	M1 PAM	M1 ag
COc1ccc(-n2nc(C(=O)NCC(=O)N3CCCC(C)C3)c3ccccc3c2=O)cc1Cl (configuration not stated)	41	9	-29	-2.1	-8	-1.6	18	-6	-8
COc1ccc([C@@H](C)NC(=O)CCc2nnc(-c3cc(C)on3)o2)cc1	-4	6	-17	-0.5	-15	-0.1	4	0	-5
CN(C)C(CNC(=O)c1ccc2c(c1)S(=O)(=O)c1ccccc1C2=O)c1ccco1 (configuration not stated)	15	33	-18	0.0	-23	-0.5	4	-14	-6
CN(Cc1ccc(F)cc1)C(=O)COc1ccccc1-c1ccccc1	20	3	-10	-0.8	-8	1.0	6	-3	-9
Cc1ccc(C(=O)Cn2nnc3ccccc32)cc1	11	6	-12	-0.5	-13	0.1	8	-1	-5
COc1ccccc1CNC(=O)c1ccc(S(=O)(=O)N2CCCC2)cc1	1	0	-9	0.1	-6	0.1	4	1	-7
O=C(NCC(c1ccco1)N1CCN(c2ccccc2F)CC1)c1cccs1 (configuration not stated)	-20	-14	-28	-1.8	-4	-1.0	3	13	0
O=C(N/N=C/c1cccnc1)c1cc(-c2ccc(Cl)cc2)nc2ccccc12	-12	9	-32	-0.7	-1	-0.1	0	0	-1
CCc1nc2ccccc2c(=O)n1/N=C/c1ccc(Cl)cc1	-5	-5	-24	-3.0	-3	-1.3	6	7	-2
CC1(NC(=O)/C=C/c2nc3ccccc3s2)CCS(=O)(=O)C1 (configuration not stated)	8	-6	-10	-0.1	-7	-0.5	-1	4	-2
COc1ccccc1CC(=O)NNS(=O)(=O)c1ccc([N+](=O)[O-])cc1	2	-3	0	-1.7	-15	0.1	3	0	-6
CC1=C(C(=O)N2CCOCC2)CC(CC(=O)NC2CCCCC2)C(=O)N1CCCN1CCCC1=O (configuration not stated)	-3	-2	nt	nt	nt	nt	4	4	-1
C=CCNCCCCOc1cccc(Br)c1	-7	10	-3	2.2	-1	1.3	6	-12	-10
c1ccc(-c2ccncn2)cc1	-15	-8	nt	nt	nt	nt	2	4	-3
C/C(Cn1cnc([N+](=O)[O-])n1)=N\NC(=O)c1cccnc1	-19	-9	-8	-1.0	-4	0.0	1	6	-5
CC(=O)Nc1ccc(NC(=O)CC23CC4CC(CC(C4)C2)C3)cc1	-12	-12	-16	2.0	-1	1.5	9	17	-2
COC(=O)C1CCN(C(=O)COc2ccc(N(C)S(=O)(=O)c3ccc(C)cc3)cc2)CC1	-2	-6	-24	0.1	-5	0.0	7	15	1
CCN(CC)C(=O)Cc1cc(C(=O)O)c2ccccc2n1	6	-33	-5	1.3	-11	-0.1	7	11	4
O=C(NO)c1ccc(OC(F)F)cc1	-17	-11	2	1.2	-3	0.1	2	5	-5
O=C(Nc1ccc2c(c1)OCO2)c1cc(-c2cccc(O)c2)on1	-3	1	6	1.1	0	1.9	4	2	-4
COc1ccc(C(=O)CSc2nnc3n2CCCN3C(=O)Nc2ccccc2)cc1	11	4	-9	-3.1	-10	0.0	1	-2	-6
COC(=O)c1cc2c(ccn2-c2ccc(F)cc2)n1Cc1ccc(OC)cc1	-30	1	-29	1.2	0	3.5	23	4	3
Cc1ccsc1C1C(C#N)=C(N)OC2=C1C(=O)CC(C)(C)C2 (configuration not stated)	-6	-17	-8	-2.5	-9	-0.1	3	2	-5
C/C=C/c1cccc(-c2nc(C(=O)NC3CCC3)cc3c2[C@H](CCO)N(S(=O)C(C)(C)C)C3)c1 (some centres not stated)	-20	2	nt	nt	nt	nt	1	3	-2
CCOc1cc(NC(=S)NCCc2ccccc2)c(OCC)cc1NC(C)=O	12	1	-22	-0.3	1	0.1	7	-2	-7
CCOC(=O)/C(=N\Nc1ccccc1)S(=O)(=O)c1ccccc1	1	-5	-14	-1.4	-1	-1.2	1	2	-6
COc1ccc(CCNC(=O)c2cc(-c3ccccn3)nc3c(Cl)cccc23)cc1OC	-11	-11	-19	-0.5	-3	-1.1	0	5	-3
Cc1cc(C)nc(Sc2ncnc3sc4c(c23)CCC4)n1	-17	-3	-13	-2.1	0	-1.8	-1	3	-5
Cc1cc(C)c2nc(N(CCCN(C)C)C(=O)c3ccc4c(c3)CCCC4)sc2c1	10	nt	-10	4.8	-15	1.2	28	nt	nt
CC(=O)Nc1ccc(SCC(=O)NC(=O)c2ccc(S(=O)(=O)N(C)C)cc2)cc1	4	-9	-12	1.7	0	1.0	10	8	-7
O=C(Nc1ccncc1)c1cc(S(=O)(=O)N2CCOCC2)ccc1Cl	-7	1	-7	0.6	-2	0.8	2	-1	-3
CC(C)(C)NC(=O)NC(=O)COC(=O)c1ccc(OC(F)F)cc1	-7	4	-7	-2.4	-2	0.3	-1	-1	-7
Cc1ccc(C)c(S(=O)(=O)N2CCN(C(=O)Cc3ccc(S(=O)(=O)N4CCOCC4)s3)CC2)c1	24	17	-1	0.1	-10	3.7	6	-8	-4
COc1ccc(-c2nc(CS(=O)(=O)CC(=O)Nc3ccc(Cl)cc3)c(C)o2)cc1	-13	-11	-12	1.2	-6	0.8	1	9	-3
Cc1nn(CC(=O)N2CCCc3ccccc32)c(C)c1[N+](=O)[O-]	6	7	-17	-1.1	-5	-0.4	9	-6	-5
CC(C)CC(=O)c1c[nH]c(C(=O)NCc2ccccc2)c1	-12	6	-5	0.2	2	1.1	1	-3	-2
Cc1ccc(Nc2cc(C(=O)NCCCN3CCOCC3)c3ccccc3n2)c(C)c1	-15	-3	-18	0.6	-13	-0.7	1	8	-9
COc1ccc(/C(O)=C2/C(=O)C(=O)N(CCCN(C)C)C2c2cccc(Cl)c2)cc1OC (configuration not stated)	3	-3	-2	0.7	2	0.5	4	6	-6
O=S(=O)(/C=C/c1ccccc1)c1ccccc1	1	-10	14	-1.7	-14	-1.3	9	6	-5
O=C(CCC(=O)Nc1nnc(C2CCCCC2)s1)NCc1ccccc1	-20	-1	-25	-0.1	-6	-1.3	2	-4	-2

Two entries from above, with two lines to a compound:
Below each compound: TAAR1 antagonist | M1 antag | CHO parental Ca | OXTR agonist | OXTR potentiator | V1aR counter | TAAR1 agonist | M1 PAM | M1 ag
COc1ccc(CCNC(=O)c2cc(-c3ccccn3)nc3c(Cl)cccc23)cc1OC
→ -11 | -11 | -19 | -0.5 | -3 | -1.1 | 0 | 5 | -3
Cc1cc(C)nc(Sc2ncnc3sc4c(c23)CCC4)n1
→ -17 | -3 | -13 | -2.1 | 0 | -1.8 | -1 | 3 | -5

(listing goes on)
SMILES	TAAR1 antagonist	M1 antag	CHO parental Ca	OXTR agonist	OXTR potentiator	V1aR counter	TAAR1 agonist	M1 PAM	M1 ag
O=C(COC(=O)CNC(=O)c1ccccc1)Nc1cccc(Br)c1	-11	-5	7	-0.1	1	1.9	7	4	-1
CCOC(=O)CCCCC(=O)c1[nH]c(=O)[nH]c1CSc1nc(C)cc(=O)[nH]1	-22	-11	-8	-0.1	1	0.5	18	7	-1
CC(=O)Nc1ccc(NC(=O)C(C)Sc2nc3nc(C)cc(C)n3n2)cc1 (configuration not stated)	-10	-13	-4	1.0	0	0.0	0	10	-2
CCCS(=O)(=O)NC(=O)C1(C)CCN(C(=O)CSc2ccccc2)C1 (configuration not stated)	-11	-7	nt	nt	nt	nt	3	-4	-1
Cc1c(Cl)cccc1-n1c(SCC(=O)N(C)Cc2ccccc2)nnc1-c1ccncc1	5	3	-20	-1.0	-12	0.7	9	4	-4
O=C(Cc1nnc(NC(=O)Nc2ccc(F)cc2)s1)Nc1ccccc1	20	-9	9	-0.9	-13	-0.1	54*	10	-5
CCOC(=O)/C=C/C(=O)Nc1ccc(S(=O)(=O)N2CCCCCC2)cc1	11	7	-11	1.0	-20	4.1	2	-5	-2
CC(C)NC(=O)c1ccc(-c2ccc(F)c(F)c2)c2ccoc12	18	1	nt	nt	nt	nt	-2	-4	-3
O=C(NC1CC1)C1=C[C@H](c2ccc(C(F)(F)F)cc2)C[C@H](OCc2ccc(CO)cc2)O1	2	-14	-17	0.0	-6	1.4	11	13	-3
COc1ccc(C)cc1S(=O)(=O)NCC(c1cccnc1)N1CCc2ccccc2C1 (configuration not stated)	-11	-5	-26	0.0	5	2.0	10	6	-3
COc1cc(/C=C(/C#N)c2ccc(F)cc2)ccc1OCc1ccc(C(=O)O)o1	-21	7	0	-0.4	-5	0.6	5	2	-3
O=C(CN(Cc1ccc(F)cc1)C(=O)CCC(=O)Nc1ccccn1)NCc1ccco1	-6	-6	-8	-1.0	-14	-0.3	14	-2	-5
CC1CCCc2sc3ncn(N)c(=N)c3c21 (configuration not stated)	-11	-7	-12	0.0	-4	-0.1	2	7	-6
CCCCN1CC(=O)N2[C@H](c3ccc(OC)cc3)[C@@H]3C(=O)N(CC)C(=O)[C@@H]3[C@]2(Cc2ccccc2)C1=O	-14	7	-21	-0.2	2	0.1	-1	-4	-5
c1csc(CNc2nc(Oc3ccncc3)c3sccc3n2)c1	-42	-20	nt	nt	nt	nt	1	10	-2
COCCn1c(SCC(=O)Nc2ccc(C(C)=O)cc2)nc2c([nH]c3ccccc32)c1=O	-15	-13	-16	0.1	-2	-0.3	1	7	-1
CCOC(=O)C1(CCOc2ccccc2)CCN(Cc2ccc(OCCO)cc2)CC1	-15	-9	-8	1.4	-12	8.8	5	3	-7
CC(C)C(=O)N1CCCC1(C)C(=O)Nc1ccc(-n2cncn2)cc1 (configuration not stated)	-25	-26	nt	nt	nt	nt	1	18	-2
O=C(Nc1ccccc1)c1ccc(Br)c(S(=O)(=O)Nc2cccnc2)c1	-16	-14	-10	0.3	-3	2.9	4	7	-7
CCc1ccccc1N/N=C(/C)c1c(O)cc(C)oc1=O	-3	-5	-6	-0.2	-2	0.0	-1	3	-4
Cc1ncc([N+](=O)[O-])n1CCOC(=O)NC(Nc1ccc(F)cc1)C(Cl)(Cl)Cl (configuration not stated)	-19	-4	-20	3.5	-3	2.3	7	-6	-2
CCOC(=O)CNC(=O)Cn1cnc2c(nnn2-c2cccc(Cl)c2)c1=O	-16	-8	-7	-0.2	-2	-0.4	6	4	-7
